Screening data as filed in PubChem.
GLS inhibitor: blocks human kidney-isoform glutaminase activity. 410,000 tested, 0.21% active. O94925. AID 624170. Potency, µM (top dose mostly 45.5 µM), for inactives: at the highest dose activity change, negative = inhibition, hits mostly inhibitors. GLS enzymatic activity, qHTS titration; note: % is set by controls: 0 for no effect and ±100 for the full control effect
Target sequence (O94925 whole entry, looked up, canonical isoform): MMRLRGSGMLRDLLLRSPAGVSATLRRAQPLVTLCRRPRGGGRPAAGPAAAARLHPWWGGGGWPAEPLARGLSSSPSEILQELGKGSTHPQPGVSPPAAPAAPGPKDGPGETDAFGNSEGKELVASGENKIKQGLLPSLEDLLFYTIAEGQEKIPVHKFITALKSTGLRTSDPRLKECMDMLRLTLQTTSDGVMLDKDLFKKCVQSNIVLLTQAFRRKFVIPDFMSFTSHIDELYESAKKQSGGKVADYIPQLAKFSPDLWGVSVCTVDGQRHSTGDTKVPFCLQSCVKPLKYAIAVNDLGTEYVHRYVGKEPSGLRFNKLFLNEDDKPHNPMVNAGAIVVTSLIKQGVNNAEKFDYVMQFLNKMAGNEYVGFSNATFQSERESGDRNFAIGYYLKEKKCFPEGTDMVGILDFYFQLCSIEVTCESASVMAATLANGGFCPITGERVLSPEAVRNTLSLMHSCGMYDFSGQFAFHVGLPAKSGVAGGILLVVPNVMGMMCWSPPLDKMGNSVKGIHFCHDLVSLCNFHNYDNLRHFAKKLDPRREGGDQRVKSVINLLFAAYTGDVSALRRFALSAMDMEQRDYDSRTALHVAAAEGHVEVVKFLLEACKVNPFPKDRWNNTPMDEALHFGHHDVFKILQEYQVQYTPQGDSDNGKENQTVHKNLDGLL
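hKGA in 45 mM KH2PO4 (pH 8.2), 0.02% Tween-20 with compound, then 1mM L-Glutamine (stock as added) plus glutamate oxidase/HRP/Amplex red coupling mix. Fluorescence read initially and after 30 min at RT; signal change reflects glutamate formation.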
HP1b binding inh: HP1-beta chromodomain-methylated histone interaction inhibition. P83916. AlphaScreen HP1-beta / biotin-H3K9me3 peptide binding. Potency, µM (doses to about 114 µM), inactives show at the top dose activity change, negative = inhibition, most hits filed as inhibitors. 390,000 tested, 0.56% active; note: nearly all actives have a fitted effect of over 70% in size; inactives centre near 23
Target sequence (P83916 whole entry, looked up): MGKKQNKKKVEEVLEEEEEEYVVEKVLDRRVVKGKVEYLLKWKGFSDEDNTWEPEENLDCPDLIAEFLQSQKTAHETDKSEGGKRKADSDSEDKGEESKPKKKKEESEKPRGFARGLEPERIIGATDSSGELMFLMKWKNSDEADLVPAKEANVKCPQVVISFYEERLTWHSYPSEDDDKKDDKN
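Compound inhibition of the preformed complex between 50 nM HP1-beta and 50 nM biotinylated H3K9me3 peptide was read by AlphaScreen. Buffer was PBS pH 7.4 with 0.01% Tween-20. Incubations ran 30 min at room temperature, with 10 ug/mL donor/acceptor beads.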
POLI inh: DNA polymerase iota (human) inhibition; Pol iota fluorescent replication assay, 10 min; Potency, µM (series often up to 115 µM), for inactives: at the highest dose activity, negative = inhibition, actives largely listed as inhibitors; 390,000 tested, 1% active; AID 588590
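Fluorescent replication assay read twice, at 0 min and 10 min after adding 50 nM (final) substrate. Enzyme (10 nM) and compounds were first incubated 15 min at room temperature; enzyme-free buffer wells were negative controls.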
BAZ2B inh: blocks human BAZ2B; Q9UIF8; AlphaScreen BAZ2B-H3K14Ac peptide displacement; Potency, µM (doses to about 114 µM), for the others: top-dose activity change, negative = inhibition, usual class: inhibitors; 360,000 tested, 4.4% active; AID 504333; note: % is set by controls: 0 for no effect and ±100 for the full control effect; nearly all actives have a fitted effect of over 60% in size
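In this displacement format the biotinylated H3(5-23) peptide acetylated at Lys14 serves as ligand at 50 nM, with BAZ2B at 50 nM in PBS pH 7.4 containing 0.01% Tween-20. Donor and acceptor beads are 10 ug/mL final.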
G9a block: blocks human histone lysine methyltransferase G9a; Q96KQ7; G9a H3K9 monomethylation, AlphaScreen, 2 h; Potency, µM (titrated, usually from 102 µM), inactives show at the top dose activity, negative = inhibition, most hits filed as inhibitors; 350,000 tested, 8.8% active; note: % is set by controls: 0 for no effect and ±100 for the full control effect; nearly all actives have a fitted effect of over 75% in size
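Chemiluminescent proximity detection of H3K9 monomethylation, read after 10 min bead incubation in the dark. Reaction: 20 nM G9a, 500 nM biotin-H3K9 peptide, 20 uM SAM cofactor, 2 h, room temperature, following 15 min enzyme-compound preincubation.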
Tb PGK inh: T. brucei PGK inhibition | PGK/GAPDH coupled, Kinase-Glo luminescence, 60 min | Potency, µM (titrated, usually from 57.5 µM), inactives show at the highest dose activity change, negative = inhibition, actives largely listed as inhibitors | 380,000 tested, 0.043% active; note: % is set by controls: 0 for no effect and ±100 for the full control effect; nearly all actives have a fitted effect of over 60% in size
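Recombinant glycosomal PGK reaction used 1,3-bisphosphoglycerate generated in-well by GAPDH (100nM final) in 100mM TEA pH 7.6, 5mM MgCl2, 0.01% Tween-20. After 60 minutes at room temperature, ATP was read by Kinase-Glo Plus luminescence end-point.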
Pin1 inhibitor: inhibitors of human Pin1; AID 504891; Q13526; Pin1 FP peptide displacement, HiFluor488, 10 min; Potency, µM (series often up to 115 µM), for the others: top-dose activity, negative = inhibition, most hits filed as inhibitors; 390,000 tested, 0.009% active; active = well fitted inhibition curve with a large enough effect in the polarisation, with a control signal flat, not every such curve was filed as active; inconclusive = small, poorly fitted or top-dose-only effect, or effect the other way, or a change in a side signal; inactive = no such curve, though single readings can be large or run the other way; the % refers to the polarisation; note: % is set by controls: 0 for no effect and ±100 for the full control effect
Target sequence (Q13526 whole entry, looked up): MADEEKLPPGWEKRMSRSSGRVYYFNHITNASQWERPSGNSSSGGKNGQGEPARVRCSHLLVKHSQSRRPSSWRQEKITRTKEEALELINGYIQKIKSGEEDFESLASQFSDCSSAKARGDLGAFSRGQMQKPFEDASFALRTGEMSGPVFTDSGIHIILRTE
JMJD2A Tudor: blocks the human JMJD2A Tudor domain | O75164 | AlphaScreen JMJD2A-Tudor / H3K4me3 peptide binding | Potency, µM (highest dose often 114 µM), inactives show at the top dose activity change, negative = inhibition, usual class: inhibitors | 390,000 tested, 4.4% active; note: % is set by controls: 0 for no effect and ±100 for the full control effect; nearly all actives have a fitted effect of over 50% in size
BLM helicase inh: blocks DNA unwinding by human BLM helicase; P54132; 350,000 tested, 0.2% active; AID 2528; Potency, µM (doses to about 56.1 µM), without a hit: top-dose activity change, negative = inhibition, usual class: inhibitors; recombinant BLM DNA unwinding, fluorescence dequenching;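 note: plate controls were vehicle for no effect and no enzyme for full effect; nearly all actives have a fitted effect of over 35% in size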
Numbers without * were called inactive; i = inactive; ? = inconclusive; / = not tested or not shown; & = joins results of further samples; ! = repeats disagree; [ ] = dose if it differs, or a comment. Unless noted, calls come from the whole dose curve; as a rule, active = well fitted curve in the direction sought with a large enough effect; inconclusive = small, poorly fitted or top-dose-only effect, or another doubt; inactive = no such curve, though single readings can be large; an effect the other way counts as inactive or inconclusive. Potency is the fitted concentration of half-maximal effect. Some of the compounds tested (hit frequency here may not be typical).

1. Cc1ccc(/C=C/C(=O)OCC(=O)NCc2cccs2)o1
2. Fc1ccc(NCc2ccccc2-c2nnc(-c3ccccc3Cl)o2)cc1Cl
3. Cc1cccc(C(=O)Nc2sc3c(c2C(=O)N2CCCCC2)CCC(C)C3)c1 (centres undefined)
4. CC(C)(C)NC(=O)CN(C(=O)CSc1nnc(COc2ccccc2)o1)c1cccc(F)c1
5. CCc1ncc(C)nc1CC
6. CN(Cc1cnccn1)C(=O)c1cc(COc2cccc(C(F)(F)F)c2)on1
7. CSc1ccc(S(=O)(=O)NCCCn2ccnc2)cc1
8. C=CCN1C(c2ccc(Br)cc2)=CS/C1=C(/C#N)c1nnc(N2CCOCC2)n1-c1ccccc1
compound no.,1,2,3,4,5,6,7,8
G9a block,/,9%[59 µM],-37%[59 µM],9%,1%[59 µM],10%,52%[activator],?
HP1b binding inh,-1%,47%[activator],6%,11%,40%[activator],34%,20%,?
POLI inh,-27%,50%[activator],2%,19%,30%,28%,46%[activator],22%
JMJD2A Tudor,-8%,7%,-13%,-4%,-4%,-7%,-23%,?
BAZ2B inh,/,3%,0%,-5%,2%,-28%,-22%,?
BLM helicase inh,/,-6%,-7%,1%,-3%,-3%,-4%,-2%
GLS inhibitor,-17%,9%,-14%,-3%,-7%,3%,1%,-3%
Tb PGK inh,-7%,5%,i,2%,-1%,-10%,-1%,i
Pin1 inhibitor,4%,-6%,-14%,-5%,3%,0%,1%,11%

Complete entries from above. Values in the order: G9a block, HP1b binding inh, POLI inh, JMJD2A Tudor, BAZ2B inh, BLM helicase inh, GLS inhibitor, Tb PGK inh, Pin1 inhibitor
CSc1ccc(S(=O)(=O)NCCCn2ccnc2)cc1 reads 52%[activator], 20%, 46%[activator], -23%, -22%, -4%, 1%, -1%, 1%
Fc1ccc(NCc2ccccc2-c2nnc(-c3ccccc3Cl)o2)cc1Cl reads 9%[59 µM], 47%[activator], 50%[activator], 7%, 3%, -6%, 9%, 5%, -6%

Continued.
9. COc1ccc(/C=N/N2CCN(c3ccc(Cl)cc3)CC2)cc1
10. Cn1c(SCC(=O)NC2CCCCC2)nnc1-c1ccccc1O
11. COc1ccc(N2CCN(CC(O)COCc3ccccc3)CC2)cc1 (centres undefined)
12. O=C(NC1CCCc2ccccc21)c1ccc(=O)[nH]c1 (centres undefined)
13. CC(=O)c1cccc(NC(=O)C(C)OC(=O)CN2C(=O)NC(C)(C)C2=O)c1 (centres undefined)
14. CCc1sc(C(=O)NC(C)C2CCCO2)cc1Br (centres undefined)
15. Oc1c(N=Nc2ccccc2)sc2ccccc12
16. Cc1c(Cl)cccc1NC(=O)c1oc2ccc(S(=O)(=O)N3CCC4(CC3)OCCO4)cc2c1C
compound no.,9,10,11,12,13,14,15,16
G9a block,9%,-6%,40µM*,11%[2.33 µM],25%[12.7 µM],24%,/,-19%[59 µM]
HP1b binding inh,18%,17%,1%,65%[activator],23%,25%,-24%,33%
POLI inh,41%[activator],19%,-4%,3%,4%,-14%,-8%,-25%
JMJD2A Tudor,-18%,7%,?,-6%,-2%,-3%,?,-10%
BAZ2B inh,-24%,-15%,56µM*,-3%[57.1 µM],-6%,3%,2µM*,5%
BLM helicase inh,-8%,-2%,5%,-1%,/,-1%,-7%,-3%
GLS inhibitor,2%,6%,49%[activator],9%,7%,-2%,6%,7%
Tb PGK inh,-3%,5%,-9%,2%,1%,0%,-13%,1%
Pin1 inhibitor,-4%,8%,-9%,6%,0%,0%,24%,13%

17. CCCCn1c(-c2ccc(F)c(F)c2)nc2cc3[nH]c(=O)c(C(C)C)nc3cc21
18. CCCc1cc(=O)n2nc(N3CCC(C(=O)Nc4c(F)c(F)c(F)c(F)c4F)CC3)sc2n1
19. CCn1c2ccccc2c2cc(C3C(C#N)=C(N)Oc4n[nH]c(COC)c43)ccc21 (centres undefined)
20. COc1ccccc1Nc1ccc(C(=O)NCc2cccs2)cn1
21. O=C(NCCc1ccccc1)C1CCCN(S(=O)(=O)c2cccnc2)C1 (centres undefined)
22. COc1ccc(C2/C=C\CN(C(=O)Nc3ccc(C(F)(F)F)cc3)CC(=O)N2Cc2ccc(F)cc2)cc1 (centres undefined)
23. CC1CC(C)(C)NC(=S)N1CC(=O)NCc1ccc2c(c1)OCO2 (centres undefined)
24. Cc1nc2ccccc2c(=O)n1CCc1ccc(O)cc1
compound no.,17,18,19,20,21,22,23,24
G9a block,-22%,46%[activator],?,-6%,?,15%[59 µM],?,9%
HP1b binding inh,33%,78%[activator],-5%,37%,29%,23%&6%,10%,67%[activator]
POLI inh,27%,18%,?,-5%,11%,-22%&23%,18%,12%
JMJD2A Tudor,?,-3%,?,-17%,-7%,-27%&-34%,-4%,-8%
BAZ2B inh,6%,0%,-37%,-4%,-37%,4%,-20%,0%
BLM helicase inh,-17%,1%,-8%,0%,0%,-11%&-14%,-10%,-1%
GLS inhibitor,1%,-16%,0%,-1%,-4%,5%,-2%,15%
Tb PGK inh,-4%,-1%,-7%,-6%,i,-1%,i,0%
Pin1 inhibitor,21%,4%,1%,-11%,1%,-3%&0%,-7%,-11%

25. COCCCn1c(SCC(=O)OC2CCCCC2)nnc1-c1ccco1
26. Cc1cc(C)c(S(=O)(=O)n2nc(C)c(Br)c2C)c(C)c1
27. COc1ccc(CNc2nc(-c3ccc(OC)cc3)cc(C(F)(F)F)n2)cc1
28. N#CC1(NC(=O)CN2c3cccc4cccc(c34)S2(=O)=O)CCCCC1
29. Cc1ccccc1N(C)S(=O)(=O)c1nnc(NC(=O)c2ccccc2F)s1
30. CN(C)c1ccc(C(=O)Nc2cc(C(F)(F)F)ccc2-n2cncn2)cc1
31. COCCNC(=O)CSc1cc(-c2ccccc2)c2ccc(OC)cc2n1
32. CCN(CC)CCN(C(=O)c1ccco1)c1nc2cc(C)cc(C)c2s1
compound no.,25,26,27,28,29,30,31,32
G9a block,25%[2.33 µM],17%,80%[activator][59 µM],?,4µM*!,-27%,22µM*,-40%[59 µM]
HP1b binding inh,15%,28%,122%[activator],10%,32%[activator],50%[activator],48%[activator],-8%
POLI inh,5%,-3%,1%,-1%,-11%&10%,6%,89%[activator],-24%
JMJD2A Tudor,-11%,-18%,57%[activator],8%,45µM*!,3%,-24%,?
BAZ2B inh,5%,5%,102%[activator],-3%,14µM*!,1%,-15%,-33%
BLM helicase inh,2%,-4%,-8%,/,-4%&-4%,2%,-9%,-6%
GLS inhibitor,5%,13%,7%,-9%,14%&5%,19%,-20%,12%
Tb PGK inh,0%,15%,-4%,-17%,-4%,11%,-5%,-2%
Pin1 inhibitor,2%,0%,-2%,-7%,-1%&-2%,-4%,20%,3%

Quoted at random: 2 entries already listed
29. Cc1ccccc1N(C)S(=O)(=O)c1nnc(NC(=O)c2ccccc2F)s1
31. COCCNC(=O)CSc1cc(-c2ccccc2)c2ccc(OC)cc2n1
compound no.,29,31
G9a block,4µM*!,22µM*
HP1b binding inh,32%[activator],48%[activator]
POLI inh,-11%&10%,89%[activator]
JMJD2A Tudor,45µM*!,-24%
BAZ2B inh,14µM*!,-15%
BLM helicase inh,-4%&-4%,-9%
GLS inhibitor,14%&5%,-20%
Tb PGK inh,-4%,-5%
Pin1 inhibitor,-1%&-2%,20%

New compounds follow.
33. Cc1ccc(-n2c(=O)c3c4c(sc3n3c(=S)[nH]nc23)CCC4)cc1
34. COC(=O)/C=C/c1ccc2c(c1)S(=O)(=O)N(Cc1ccc(OC)cc1)[C@H]2CC(=O)OC
35. CSc1cccc(-n2cc(-c3ccc4c(c3)OCO4)[nH]c2=O)c1
36. O=C(Nc1cccc(S(=O)(=O)N2CCCCC2)c1)c1cc2ccccc2o1
37. CCn1cc2nc(SCC(=O)Nc3cc(OC)ccc3OC)n(Cc3ccc(Cl)cc3)c(=O)c2n1
38. CCOC(=O)C1=CN(CC)S(=O)(=O)NC1c1cccc(OC)c1 (centres undefined)
39. CN(C)C(=O)/C(C#N)=C\c1cc(Br)c(Sc2ccc(Cl)cc2)o1
40. COCCn1c(SCC(=O)N(C)C2CCS(=O)(=O)C2)nc2ccccc2c1=O (centres undefined)
compound no.,33,34,35,36,37,38,39,40
G9a block,2.8µM*,/,22%[2.33 µM],?,-41%[59 µM],/,1%[59 µM],25%[59 µM]
HP1b binding inh,36%,58%[activator],-16%,0%,9%,-3%,1%,35%
POLI inh,?,39%[activator],-14%,4%,14%,6%,8%,187%[activator]
JMJD2A Tudor,25µM*,-12%,?,-34%,-26%,-19%,-28%,-6%
BAZ2B inh,-18%,/,?,-4%,-12%,/,-24%,-2%
BLM helicase inh,-1%,/,-8%,/,-2%,/,-15%,-1%
GLS inhibitor,?,0%,17%,5%,-7%,-3%,-1%,-7%
Tb PGK inh,-6%,0%,1%,1%,1%,-1%,4%,-3%
Pin1 inhibitor,13%,23%,25%,38%[activator],23%,-2%,0%,0%

41. CC(=O)N1CCc2c(sc(NC(=O)CSc3ccc(F)cc3)c2-c2nc3ccccc3s2)C1
42. CCCS(=O)(=O)N1CC(=O)N(c2cccc(Cl)c2C)C(C)(C(=O)NC2CCCC2)C1 (centres undefined)
43. CC1(C)C(=O)Nc2ccccc2N1C(=O)COc1ccccc1C#N
44. O=C(c1cccc(Cl)c1)C1CCCN(Cc2ccc(N3CCNC3=O)cc2)C1 (centres undefined)
45. Clc1ccc(C(c2ccccc2Cl)C(Cl)Cl)cc1 (centres undefined)
46. Cc1ccc(Sc2ncccc2C(=O)NC2CCCCCC2)cc1C
compound no.,41,42,43,44,45,46
G9a block,14%[59 µM],10%[59 µM],/,50µM*,53%&199%[activator][59 µM],-7%
HP1b binding inh,29%,-2%,-22%,8%,106%[activator],31%
POLI inh,16%,0%,35µM*,44%[activator],9%,5%
JMJD2A Tudor,-2%,-16%,?,?,77%[activator],1%
BAZ2B inh,7%,4%,/,?,213%[activator],3%
BLM helicase inh,-6%,-4%,/,-1%,-2%&-5%,-2%
GLS inhibitor,7%,-13%,?,2%,-1%&-1%,-8%
Tb PGK inh,-4%,i,i,3%,3%,-4%
Pin1 inhibitor,?,?,?,-3%,?,7%
